ST2 inh = inhibitors of human ST2 (IL1RL1) binding to IL-33, primary screen, biochemical, AlphaLISA; Interleukin-1 receptor-like 1 (Homo sapiens), Q01638; hit rate 2.3% among 78,000; inhibition, % for hits at 17 µM; AlphaLISA ST2-Fc/biotin-IL-33 interaction, 1 h; in the data active = inhibition above about 30%; inconclusive = mostly about 10% to 28%
Target sequence (Q01638 whole entry, looked up): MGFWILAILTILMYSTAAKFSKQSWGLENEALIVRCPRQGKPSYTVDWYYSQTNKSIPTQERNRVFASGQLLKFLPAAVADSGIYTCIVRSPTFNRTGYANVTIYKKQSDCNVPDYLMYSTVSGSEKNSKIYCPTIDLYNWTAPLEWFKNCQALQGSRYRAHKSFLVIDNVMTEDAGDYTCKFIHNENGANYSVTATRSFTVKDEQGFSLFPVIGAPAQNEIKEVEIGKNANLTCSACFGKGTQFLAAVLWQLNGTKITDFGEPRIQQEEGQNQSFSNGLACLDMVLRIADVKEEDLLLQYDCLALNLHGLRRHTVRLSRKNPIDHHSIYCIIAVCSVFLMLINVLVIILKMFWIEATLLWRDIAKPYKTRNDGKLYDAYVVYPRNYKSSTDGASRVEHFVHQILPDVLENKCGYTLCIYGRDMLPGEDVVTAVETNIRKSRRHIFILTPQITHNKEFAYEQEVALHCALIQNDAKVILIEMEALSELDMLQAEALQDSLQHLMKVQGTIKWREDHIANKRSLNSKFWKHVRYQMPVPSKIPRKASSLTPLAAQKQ
An asterisk follows results filed as active; i = inactive; ? = inconclusive.

SMILES	ST2 inh
Cc1c(C(C)NCc2cnc(N3CCOCC3)s2)cnn1-c1ccccc1 (stereo not given)	i
NC(N)=Nc1nc2ccccc2o1	i
CCc1ccc(OCC(=O)Nc2ncc(C)s2)cc1	i
O=C1NCCc2c1sc1ccc(C(=O)N3CC[C@H](CO)[C@H](O)C3)cc21	i
Nc1cccc2c1C(=O)N(c1ccc(Cl)cc1)C2=O	i
CCCN(CCC)C(=O)C1c2ccccc2Oc2ccccc21	i
CC(C)c1ccc(NC(=O)CCN2CCN(CC3CCCO3)CC2)cc1 (stereo not given)	i
O=C(NC12CC3CC(CC(C3)C1)C2)c1ccc(F)cc1	i
Cc1cn(CC(=O)N2CCCC(Nc3ccc(C(C)C)cc3)C2)c(=O)[nH]c1=O (stereo not given)	i
CC1(C(=O)NC2CCCC2)CCC(=O)N1CCC1=CCCCC1 (stereo not given)	i
O=c1[nH]c(Nc2nc3ccccc3o2)nc2ccccc12	i
COc1ccc(F)c(-c2cc(NCCO)nc(N)n2)c1	?
CC(O)c1ccc(C(C)O)cc1 (stereo not given)	?
CCC(NS(=O)(=O)c1cc(OC)ccc1OC)C12CC3CC(CC(C3)C1)C2 (stereo not given)	i
COc1ccc(CN2C[C@H](O)C[C@H]2c2nc(-c3cccc([N+](=O)[O-])c3)no2)c2ccccc12	i
COc1cccc(-n2cc(CN(C)C(=O)Nc3nc(C)ns3)cn2)c1	i
CC1CC(Nc2ccccc2)c2ccccc2N1C(=O)c1ccc(NS(C)(=O)=O)cc1 (stereo not given)	i
COCCCNc1nc(-c2ccccc2F)nc2ccccc12	i
COCCN(Cc1cccc2cccnc12)CC1CCCN(C2Cc3ccccc3C2)C1 (stereo not given)	?
O=C(NCCC1=CCCCC1)C1CCC(Cn2c(=O)[nH]c3ccsc3c2=O)CC1 (stereo not given)	i
O=C(O)C1CCCN1S(=O)(=O)c1cccs1 (stereo not given)	i
Nc1nonc1C(=O)NCc1ccc2c(c1)OCO2	i
CN1CCN(C(=O)c2cc(-c3ccc4c(c3)OCO4)nc3ccccc23)CC1	i
COc1ccccc1CN1CCCC(CN(CCN(C)C)C(=O)c2ccccn2)C1 (stereo not given)	i
c1cc2c(-c3ccc(CN4CCOCC4)cn3)cc(NC3CCCC3)nc2[nH]1	i

Of the compounds above, 3 contain a thiophene ring, fused or not.
SMILES	ST2 inh
O=C1NCCc2c1sc1ccc(C(=O)N3CC[C@H](CO)[C@H](O)C3)cc21	i
O=C(NCCC1=CCCCC1)C1CCC(Cn2c(=O)[nH]c3ccsc3c2=O)CC1 (stereo not given)	i
O=C(O)C1CCCN1S(=O)(=O)c1cccs1 (stereo not given)	i

Remaining list, next part:
SMILES	ST2 inh
NC(=O)c1c(NC(=O)c2ccc(Oc3ccccc3)cc2)sc2c1CCCCC2	i
CC(NC(=O)COc1ccccc1O)[C@H]1CC2CCC1C2 (stereo not given in full)	i
Cc1c(Cl)cccc1NC(=O)c1cccc(Br)c1	i
CN(Cc1ccccc1)C(=O)CN1C(=O)/C(=C\c2cccc(Cl)c2)Sc2ccccc21	44%*
COc1ccc(OC)c(Nc2cc(C)nc3c(C)cccc23)c1	i
Cc1cccc(S(=O)(=O)N2CCN(c3nc(C)cc(N(C)C)n3)CC2)c1	i
COc1ccc(C2CC(=O)N3CN(c4ccc(F)cc4)CSC3=C2C#N)cc1 (stereo not given)	i
CC(=O)c1ccccc1OCC(=O)c1ccc(Br)cc1	?
N#CC1=C(N)OC2=C(C(=O)CCC2)C1c1cccc(Oc2ccccc2)c1 (stereo not given)	?
CC(=O)N1c2ccc(S(=O)(=O)N3CCN(c4cccc(C)c4)C(C)C3)cc2CC1C (stereo not given)	i
Cc1csc2ncc(C(=O)Nc3ccccc3)c(=O)n12	i
Cc1cc(NC(=O)Nc2ccc3c(ccn3C)c2)sn1	?
C=CCn1c(=O)c2c(nc3n2CCN3c2ccc(C)c(C)c2)n(C)c1=O	i
CCOC(=O)c1ccc(NC(=O)CN2C(=O)c3cccc4cccc2c34)cc1	?
CCc1ccccc1NC(=O)c1sc2ccccc2c1Cl	i
O=C(NCCN1CCCCC1)C1CCCN1c1nnc(N2CCCC2=O)s1 (stereo not given)	i
COc1cc(C(=O)Nc2c3c(nn2-c2ccccc2)CSC3)cc(OC)c1OC	i
O=C(Nc1ccccc1)C(=O)NC1CCCCCC1	i
COc1ccc(Cl)cc1N(CC(=O)O)S(C)(=O)=O	i
CC1CCN(C(=O)CSc2nnc(-c3ccc(Cl)s3)o2)CC1	i
CCn1c(C2CCCN(C(=O)c3cc(CC(C)C)nc(C)n3)C2)n[nH]c1=O (stereo not given)	i
CCC1=NOC(Cn2c(=O)n(C(CC)CC)c3ncc(C(=O)O)cc32)C1 (stereo not given)	?
COc1ccc(C(=O)Nc2ccc(N3CCCC3)cc2)cc1OC	35%*
Cc1cccc(-n2cc(CNC(=O)C3CC(=O)N(CC(C)C)C3)cn2)c1 (stereo not given)	?
NS(=O)(=O)c1ccc(NC(=O)CCCOc2ccc(Cl)cc2Cl)cc1	i
Next section:
SMILES	ST2 inh
O=C(Nc1ccccc1[N+](=O)[O-])c1cccc(S(=O)(=O)Nc2ccccc2)c1	?
COc1ccccc1C1C2=C(CCCC2=O)Nc2nc(SCc3ccccc3F)[nH]c(=O)c21 (stereo not given)	?
Cn1c(SCC(=O)Nc2ccc(Cl)c(Cl)c2)nc2c([nH]c3ccccc32)c1=O	i
O=C(Nc1cc(C(F)(F)F)ccc1N1CCOCC1)c1cccnc1	?
COc1cccc(CN2CCN(Cc3cc(OC)c(OC)c(OC)c3)CC2)c1OC	?
Nc1ccccc1Nc1ccncc1[N+](=O)[O-]	i
CCOC(=O)C1(CCCc2ccccc2)CCN(C(=O)c2ccc[n+]([O-])c2)CC1	i
Cc1ccc(CN(C(=O)CCCN2CCCC2=O)C2CCCC2)s1	?
CCOc1ccccc1NC(=O)c1cccnc1	i
CC(=O)N1c2ccc(S(=O)(=O)N3CCCCC3)cc2CC1C(=O)Nc1nc2ccccc2s1 (stereo not given)	i
CN1[C@@H](c2ccccc2)[C@@H](C(=O)NCCn2ccnc2)C[C@@]1(C)C(=O)O	i
O=C(c1cnn2ccccc12)N1C[C@H]2C[C@H](O)[C@H](O)C[C@H]2C1	i
CC(c1ccc(-c2ccc3c(c2)CCC3=O)cc1)N1CCOCC1 (stereo not given)	i
COc1ccc(C2=NN(S(=O)(=O)c3ccccc3)C(c3ccccc3)C2)cc1OC (stereo not given)	i
NS(=O)(=O)c1ccc(NC(=O)C(Sc2ccccc2)c2ccccc2)cc1 (stereo not given)	i
CC(C)(C)C1=CC(=O)c2c(ccc(C(C)(C)C)c2O)C1=O	65%*
Cc1ccc(OCC(=O)Nc2nnc(C(C)C)s2)c(C(C)(C)C)c1	i
CC(C)(CC(=O)O)CC(=O)N1CC[C@H]2NC(=O)N(c3ccc(F)cc3)C(=O)[C@H]21	i
COC(=O)c1ccc(CN(Cc2ccc(C(=O)OC)o2)C(C)(C)C)o1	i
CCn1c(C(C)NC(=O)COC)nc2ccccc21 (stereo not given)	i
O=C(NCc1ccccc1CN1CCCC1=O)[C@@H]1C[C@@H]2C=C[C@H]1C2	i
Cc1c(S(=O)(=O)N2CCN(c3cc(-c4ccc(F)cc4)ncn3)CC2)cnn1C(F)F	?
CSCCC(C(=O)O)N1C(=O)c2ccc(C(=O)O)cc2C1=O (stereo not given)	i
CC(=O)N1C(=O)C(=O)c2ccccc21	i
CCS(=O)(=O)Cc1nc2c([nH]1)CC(c1ccc(F)cc1)CNC2=O (stereo not given)	i
(more compounds)
SMILES	ST2 inh
O=C(C1CCCN(C2CCN(Cc3cc(=O)[nH]c(=O)[nH]3)CC2)C1)N1CCCC1 (stereo not given)	i
Cc1oc(-c2cccs2)nc1CN1CCCC(CCC(=O)Nc2ccccc2F)C1 (stereo not given)	?
FC(F)(F)c1cccc2c(-c3cccc4c3CCNC4)ccnc12	i
O=S(=O)(Nc1ccc(S(=O)(=O)Nc2ccccc2)cc1)c1ccc(Br)cc1	i
CN(C)S(=O)(=O)N1CCC(Oc2ccc(C(=O)N3CCN(CC4CC4)CC3)cc2)CC1	?
CC(=O)N1c2ccccc2NC2=C(C(=O)CCC2)C1c1ccc(N(C)C)cc1 (stereo not given)	?
COc1ccc(C(=O)C2CCCN(C(=O)c3n[nH]c4ccccc34)C2)cc1OC (stereo not given)	?
O=C(N[C@H]1CCN2C(=O)c3ccc(Cl)cc3NC(=O)[C@H]12)c1cccc(F)c1	?
Cc1cc(Oc2ccc(=O)n(C)n2)nc(Oc2ccc(=O)n(C)n2)n1	?
O=C(c1ccc[nH]c1=O)N1CCC2(CCCO2)CC1	i
O=S(=O)(NC[C@H]1O[C@@H](CO)[C@@H](O)[C@H]1N1CCN(c2cccc(C(F)(F)F)c2)CC1)c1ccc(F)cc1	i
N#C/C(=C/c1ccccc1Cl)c1nc(-c2ccccc2)cs1	65%*
O=c1/c(=C/c2cccnc2)sc2nc(-c3ccc(Cl)cc3Cl)nn12	?
COc1ccccc1C(=O)Nc1ccc(I)cc1Cl	i
CC(C)n1cnc2cc(NCc3ccc(Cl)cc3)ccc21	?
Cn1c(=O)c(CN2CCCC(OCc3ccccn3)C2)cc2ccccc21 (stereo not given)	i
CS(=O)(=O)c1ccc(-c2nccn2CCn2ccnc2)cc1	i
COCCNS(=O)(=O)c1ccc2c(c1)OCCO2	i
CCC(C)NC(=O)CSc1nc2nc(C)c(Cc3cccc(C)c3)c(C)n2n1 (stereo not given)	i
COc1cc2c(cc1CNCc1cccnc1Oc1ccc(C)nc1)CCC2	i
Cc1c(C(=O)NCc2ccc(F)cc2)oc2ccc(S(=O)(=O)N3CCCC(C)C3)cc12 (stereo not given)	i
CC(C)=C1C2C=CC1[C@@H]1C(=O)N(c3ccc(C#N)cc3)C(=O)[C@H]21	i
Cc1ccc2nc3c(cc2c1)c(C)nn3-c1ccccc1	?
CN1C(=O)CC(C(=O)Nc2cccc(Cl)c2)SC1=Nc1ccc(F)cc1 (stereo not given)	i
Cc1cc(C)cc(CCC(=O)NC(C)c2n[nH]c(C)n2)c1 (stereo not given)	i

14 compounds from above, arranged by number of heavy atoms, falling.
SMILES	ST2 inh
O=S(=O)(NC[C@H]1O[C@@H](CO)[C@@H](O)[C@H]1N1CCN(c2cccc(C(F)(F)F)c2)CC1)c1ccc(F)cc1	i
CN(C)S(=O)(=O)N1CCC(Oc2ccc(C(=O)N3CCN(CC4CC4)CC3)cc2)CC1	?
Cc1oc(-c2cccs2)nc1CN1CCCC(CCC(=O)Nc2ccccc2F)C1 (stereo not given)	?
COc1ccc(C(=O)C2CCCN(C(=O)c3n[nH]c4ccccc34)C2)cc1OC (stereo not given)	?
CC(=O)N1c2ccccc2NC2=C(C(=O)CCC2)C1c1ccc(N(C)C)cc1 (stereo not given)	?
O=C(N[C@H]1CCN2C(=O)c3ccc(Cl)cc3NC(=O)[C@H]12)c1cccc(F)c1	?
CN1C(=O)CC(C(=O)Nc2cccc(Cl)c2)SC1=Nc1ccc(F)cc1 (stereo not given)	i
Cc1cc(Oc2ccc(=O)n(C)n2)nc(Oc2ccc(=O)n(C)n2)n1	?
FC(F)(F)c1cccc2c(-c3cccc4c3CCNC4)ccnc12	i
CC(C)=C1C2C=CC1[C@@H]1C(=O)N(c3ccc(C#N)cc3)C(=O)[C@H]21	i
CS(=O)(=O)c1ccc(-c2nccn2CCn2ccnc2)cc1	i
Cc1ccc2nc3c(cc2c1)c(C)nn3-c1ccccc1	?
O=C(c1ccc[nH]c1=O)N1CCC2(CCCO2)CC1	i
COCCNS(=O)(=O)c1ccc2c(c1)OCCO2	i

Further compounds follow.
SMILES	ST2 inh
Cc1cccc(C(=O)NCC2CCCO2)c1 (stereo not given)	i
C=CCn1cc(C(=O)NC2CCCCC2)c(=O)c2cc(S(=O)(=O)N3CCCCCC3)ccc21	i
CCOc1ccc2nc(NC(=O)c3ccccc3Cl)sc2c1	i
COc1cc(Br)c(CNc2ccc(F)c(Cl)c2)cc1OC	i
O=C(C1CC1)N1CCN=C1SCc1ccccc1Cl	?
CCc1noc(C)c1C(=O)N1CCCC(CCC(=O)NCc2ccccc2Cl)C1 (stereo not given)	i
CC(C)Cc1cc(C(=O)N2CCCC(CO)(Cc3ccc(F)cc3F)C2)n[nH]1 (stereo not given)	i
O=C(CSc1nc2ccccc2nc1SCC(=O)N1CCOCC1)N1CCOCC1	i
Cc1cc(Br)c2[nH]c(=O)cc(C(=O)O)c2c1	i
O=C(NCc1ccccn1)C1CCN(C(=O)c2ccc(Cl)cc2)CC1	i
Cc1cccc(C)c1OCC(O)CN1CCN(c2ccccc2)CC1 (stereo not given)	i
c1ccc2c(c1)OCC(CNCc1ccc3c(c1)OCO3)O2 (stereo not given)	i
CC1Cc2ccccc2N1S(=O)(=O)c1ccc2c(c1)CCC(=O)N2 (stereo not given)	i
O=C(CNCCN1CCOCC1)Nc1sc2c(c1C(=O)Nc1ccccc1)CCC2	?
CCOC(=O)C1CCN(Cc2cnc(S(C)(=O)=O)n2CCCOC)CC1	i
CC1=C(C(=O)Nc2ccccc2)C(c2sccc2C)n2nc(-c3ccccc3)nc2N1 (stereo not given)	i
O=C(O)C#Cc1ccc([N+](=O)[O-])cc1	i
c1ccc2oc(CN3CC[C@H](c4nnc(-c5ccncc5)o4)C3)cc2c1	?
COc1ccc(Br)cc1/C=C1\C(=O)N(c2ccccc2)N=C1C	?
C=CCNc1ccccc1C(=O)N1CCC(Nc2ncccn2)CC1	?
COc1ccc(OC)c(C2C(C(=O)Nc3cc(C)ccn3)=C(C)NC3=C2C(=O)CC(C)(C)C3)c1 (stereo not given)	i
Clc1ccc(-c2nc3c(c(NCCn4cccn4)n2)CNC3)cc1	?
CCOc1ccc2nc(C)cc(Nc3cc(Cl)ccc3OC)c2c1	i
Cc1ccc(Cl)cc1N1C(=O)C2CC=CCC2C1=O (stereo not given)	?
CNC(=O)c1c(NC(=O)c2ccccc2F)sc2c1CCCCC2	i
CCn1cc(CNC(=O)c2ccc3nc(Cc4cccc(Cl)c4)oc3c2)cn1	i
COc1ccc(C2CC(=O)C3=C(C2)Nc2ccccc2NC3c2cccc(OC)c2OC)cc1 (stereo not given)	?

High-throughput results as filed in PubChem.

An excerpt; count on the stated rates, not on these rows.
